FN deposition inh = fibronectin deposition inhibition; 350,000 compounds, 0.086% hits; AH1F fibroblasts, Alexa488-fibronectin deposition fluorescence, overnight; inhibition, % at 12.6 µM; AID 743247;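 active means mean inhibition across replicates of 30% or more, regardless of how many single replicates reach that level; inconclusive means mean under 30% yet at least half of replicates reach 30%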;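 further: positive control wells lacked labelled fibronectin entirely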
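Material: AH1F fibroblast monolayer depositing Alexa488-labelled fibronectin into matrix / Amount: 10000 AH1F cells per well / Signal: fluorescence 485/525 nm / Medium: DMEM, 2% serum / Compound: single dose, pinned / Incubation: 1 h cell adhesion before compound, then overnight fibronectin incubation / Reagent: Alexa488-FN, 24 nM final / Read-out: inhibition of fibronectin deposition signal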
F508del corr = correctors of CFTR F508del function in bronchial epithelial cells; 350,000 compounds, 0.36% hits; activity (quench increase), % at 7.58 µM; CFBE cells, YFP halide quenching; stimulated with forskolin plus potentiator P3; % fluorescence drop versus neutral controls; AID 720511;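 active means mean added fluorescence quench of at least 8% versus neutral control, with both replicates also reaching 8%; inconclusive means only one of the mean or replicate conditions met; inactive means mean below 8% and not both replicates reaching 8%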;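 further: cells transiently co-express mutant CFTR-F508del with the halide-sensitive YFP; corrector assay measuring rescue of mutant channel to the surface after 24 h compound exposure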
EWS-Fli block = EWS/Fli transcriptional activity inhibition | inhibition, % at 12.6 µM | 350,000 compounds, 0.67% hits | A673 NR0B1-luciferase reporter, viability-normalised;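 active means mean inhibition of at least 50% after viability correction, with every replicate also passing that limit; inconclusive means mean reaches 50% but only one of two replicates passes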;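 further: firefly luciferase signal divided by Alamar Blue viability fluorescence both relative to DMSO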
miR-122 sensor = inhibitors of miR-122 in Huh7 cells; Huh7 miR-122 Renilla luciferase sensor, 48 h; neutral wells = 0, positive control = 100; activation (reporter increase), % at 12.5 µM; 340,000 compounds, 0.3% hits; AID 602342;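 active means mean replicate activation score at least 90 and every replicate individually at or above 90; inconclusive means only one of the two criteria met; inactive means neither criterion met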;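 further: higher luciferase means less miR-122 activity so hits act as miR-122 inhibitors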
INS-1E GSIS act = primary screen for activators of insulin secretion dependent on glucose, INS-1E cells, GLuc reporter luminescence; INS-1E GLuc reporter insulin secretion, 2-3 h; activation, % at 16.6 µM; 370,000 compounds, 0.61% hits; AID 743287;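 active means lowest replicate activation of at least 40%, so every replicate reaches that level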;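 further: 0% = median of neutral control wells and 100% = median of IBMX positive control wells; some compounds called inactive have numbers as strong as hits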
PAX8 inh HTS = lowers PAX8-driven luciferase in RMG-I cells. 360,000 compounds, 1.2% hits. RMG-I TPO-luciferase reporter, SteadyGlo, 24 h. AID 652154. inhibition, % at 12.6 µM;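 active means mean replicate inhibition at least 60% with every replicate also reaching 60%; inconclusive means only one of the two criteria is met; inactive means mean below 60% and not all replicates reaching 60%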;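 further: luciferase light reporting Pax8 driven TPO promoter activity; plate controls were median of neutral control wells for no effect and mitoxantrone controls for full effect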
DENV2 CPE rescue = inhibitors of DENV2 cytopathic effect. DENV2-infected cells, cytopathic effect rescue, plate reader. CPE inhibition, % at 9.99 µM. 350,000 compounds, 1.7% hits. AID 651640; in the data active means CPE inhibition above about 20%, passing the limit was not always enough; inconclusive means no clear call, values can overlap the other calls; tested in BHK-21 cells;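 further: 0% = median of neutral control wells and 100% = median of positive control wells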
An asterisk follows results filed as active; ? = inconclusive; · = not tested or not shown; & = joins results of further samples; [ ] = another dose, or the depositor's remark.

SMILES	FN deposition inh	F508del corr	EWS-Fli block	miR-122 sensor	INS-1E GSIS act	PAX8 inh HTS	DENV2 CPE rescue
NS(=O)(=O)c1cccc(NC(=O)CSc2nnnn2-c2ccccc2)c1	-4	-1.0	-7	-6	18	-1	4
COc1ccc(C(=O)CSc2nc3nc(C)cc(C)n3n2)cc1OC	·	2.0	-5	·	49	·	·
NC(=O)C1CCN(C(=O)c2ccc3c(=O)n(Cc4ccco4)c(SCC(=O)c4ccccc4)nc3c2)CC1	-1	0.0	-7	33	5	-2	1
CC(=O)CSc1ncnc2sc3c(c12)CCC3	5	0.9	1	-3	29	4	-5
Cc1cc2nc(-c3ccc(SCC(=O)Nc4ccc5c(c4)OCCO5)nc3)[nH]c2cc1C	·	1.2	-100	-1	6	·	·
COc1ccc(-n2c3c(cc(C(=O)Nc4cccc(C)n4)c2=O)C(=O)CC(C)(C)C3)cc1	-3	0.7	8	·	0	11	6
COCC(=O)Nc1ccc2c(c1)C(=O)N(C)[C@@H]1CC[C@@H](CC(=O)NC3CCCC3)O[C@H]1CO2	-20	-2.8	7	-53[16.7 µM]	9	-5	-6
COc1ccc(C(CNC(=O)c2cccc(S(=O)(=O)N3CCCC(C)C3)c2)N(C)C)cc1 (centres undefined)	2	3.4	-3	·	-18	-1	-1
O=C(Nc1cccc(F)c1)N[C@@H]1CC[C@H](CCNS(=O)(=O)c2cccc(Cl)c2)O[C@@H]1CO	·	1.9	43	·	-22	-18	0
COc1cc(C(=O)NC(=S)Nc2ccc([N+](=O)[O-])cc2C)cc(OC)c1OC	-15	·	9	-4	-15	1	1
CCOC(=O)N1CCN(C(=O)CCCn2c(=S)[nH]c3ccc(Br)cc3c2=O)CC1	7	·	·	-18	·	7	·
Cc1[nH]c2ccccc2c1N=Nc1cccc(C(=O)O)c1	-6	·	-11	·	-6	-85	9
O=C(C[C@H]1C=C[C@H](NC(=O)c2cccc(F)c2)[C@@H](CO)O1)Nc1nccs1	7	3.2	2	·	9	-18	2
CCCCNC1=CC(=O)C(NCCCC)=CC1=O	2	2.8	-18	0	·	·	3
CCc1ccc(-c2cc(C(=O)N/N=C/c3c[nH]c4ccccc34)[nH]n2)cc1	23	7.7	47	10	·	-5	2

11 structures from above, ordered by formula weight, lowest first:
SMILES	FN deposition inh	F508del corr	EWS-Fli block	miR-122 sensor	INS-1E GSIS act	PAX8 inh HTS	DENV2 CPE rescue
CCCCNC1=CC(=O)C(NCCCC)=CC1=O	2	2.8	-18	0	·	·	3
CC(=O)CSc1ncnc2sc3c(c12)CCC3	5	0.9	1	-3	29	4	-5
Cc1[nH]c2ccccc2c1N=Nc1cccc(C(=O)O)c1	-6	·	-11	·	-6	-85	9
CCc1ccc(-c2cc(C(=O)N/N=C/c3c[nH]c4ccccc34)[nH]n2)cc1	23	7.7	47	10	·	-5	2
NS(=O)(=O)c1cccc(NC(=O)CSc2nnnn2-c2ccccc2)c1	-4	-1.0	-7	-6	18	-1	4
O=C(C[C@H]1C=C[C@H](NC(=O)c2cccc(F)c2)[C@@H](CO)O1)Nc1nccs1	7	3.2	2	·	9	-18	2
COc1cc(C(=O)NC(=S)Nc2ccc([N+](=O)[O-])cc2C)cc(OC)c1OC	-15	·	9	-4	-15	1	1
COc1ccc(-n2c3c(cc(C(=O)Nc4cccc(C)n4)c2=O)C(=O)CC(C)(C)C3)cc1	-3	0.7	8	·	0	11	6
COc1ccc(C(CNC(=O)c2cccc(S(=O)(=O)N3CCCC(C)C3)c2)N(C)C)cc1 (centres undefined)	2	3.4	-3	·	-18	-1	-1
CCOC(=O)N1CCN(C(=O)CCCn2c(=S)[nH]c3ccc(Br)cc3c2=O)CC1	7	·	·	-18	·	7	·
O=C(Nc1cccc(F)c1)N[C@@H]1CC[C@H](CCNS(=O)(=O)c2cccc(Cl)c2)O[C@@H]1CO	·	1.9	43	·	-22	-18	0

Remaining list, next part:
SMILES	FN deposition inh	F508del corr	EWS-Fli block	miR-122 sensor	INS-1E GSIS act	PAX8 inh HTS	DENV2 CPE rescue
COC(=O)c1ccc(NC(=O)CCOc2ccccc2)cc1	0	-1.9	-15	·	2	-23	-3
CCc1nnc(NC(=O)c2ccc(S(=O)(=O)NC3CCCCC3)cc2)s1	·	2.2	-7	35	-3	·	-2
C[C@H]1CN([C@@H](C)CO)S(=O)(=O)c2ccc(-c3cccc(C#N)c3)cc2O[C@H]1CN(C)C(=O)Nc1ccccc1F	·	-0.4	-1	7[16.7 µM]	-15	10	-9
CCn1c(-c2c(Cl)c(C)nn2C)n[nH]c1=S	5	·	·	·	13	-3	·
Cc1ccc(/C=N\NC(=O)CC(=O)NCCc2ccccc2)cc1	-5	-0.9	5	-4	3	-9	3
Cc1cc(NS(C)(=O)=O)c(=O)n(Cc2c(F)cccc2Cl)c1	5	0.2	6	-3	-24	-1	7
Nc1nonc1-n1nnc(C(=O)N/N=C/c2ccc(OCc3ccc(F)cc3)cc2)c1COc1ccccc1	-5	-2.3	-46	18	23	-44	-1
COc1ccc(C2C(C#N)=C(N)N(c3ccccc3)C3=C2C(=O)CCC3)cc1Cn1cc([N+](=O)[O-])cn1 (centres undefined)	1	·	·	5	·	26	·
Cc1noc(C)c1S(=O)(=O)Nc1ccc2c(c1)C(=O)N([C@H](C)CO)C[C@@H](C)[C@H](CN(C)C(=O)Nc1cccc3ccccc13)O2	·	-4.5	-3	-4[16.7 µM]	-2	·	-3
CNC[C@@H]1Oc2ccc(NS(C)(=O)=O)cc2CC(=O)N([C@@H](C)CO)C[C@H]1C	·	0.9	1	-3[16.7 µM]	15	4	-2
COc1ccc(NC(=O)N2CCc3cc(OC)c(OC)cc3C2)cc1	1	0.0	-2	·	-1	24	7
Cc1cc(Cl)ccc1OCCCC(=O)N1CCOCC1	8	·	·	-6	·	-65	·
COc1ccc(CN(C)C(=O)/C=C/[C@H]2O[C@@H](n3cc(C)c(=O)[nH]c3=O)C[C@@H]2O)cc1OC	-7	0.4	-5	-6	·	28	?
CCN(CC(=O)Nc1ccc(NC(C)=O)cc1)C(=O)c1ccc2ccccc2c1	-2	-1.1	-15	10	-6	0	-8
COc1ccc(OC)c(NC(=O)NCCN2CCN(c3ccccc3)CC2)c1	2	-1.4	24	-8	11	18	1
CCOC(=O)CCCNC(=O)CN1CCC(c2nc3ccccc3s2)CC1	-2	0.4	-2	5	17	25	-3
COc1cc(O)oc1C=Nc1ccc(Cl)cc1	3	·	·	-2	·	-10	·
C=CCc1cccc(CNc2cnc3ccccc3c2)c1O	-18	1.3	-43	-8	-36	-12	-5
Cc1ccc(-n2sc3ccccc3c2=O)cc1	·	·	-6	·	6	-50	·
COc1ccccc1NC(=O)c1ccc(NC(=O)c2nc3nccc(C)n3n2)cc1	6	-3.1	-18	·	9	-4	3
Cc1ccccc1/C=N/N=C1/NC(=O)CCS1	9	5.0	10	·	0	-73	8
Cc1ccc(SCC(=O)c2c(C)nc3cc(C)ccn23)cc1	-16	-0.3	-13	-3	-1	-8	2
C[C@H](CO)N1C[C@H](C)[C@@H](CN(C)CC2CCCCC2)Oc2ccc(NC(=O)CCCCCC(=O)Nc3ccccc3N)cc2C1=O	·	-4.2	16	·	22	2	-9
CC(=O)c1cccc(N2C(=O)CC(N3CCN(S(=O)(=O)c4ccc(Cl)cc4)CC3)C2=O)c1 (centres undefined)	4	-0.2	-8	-7	13	-20	5
Cc1ccc(NC(=S)Nc2ccccn2)c(C)c1	-6	-1.1	-92	·	-8	-81	8
COc1cc(OC)c(NC(=O)c2ccc3c(SCC(=O)O)c4c(nc3c2)CCCC4)cc1Cl	4	-0.7	-13	-6	·	6	1
CN1c2ccc(-c3ccc(F)cc3)cc2[C@@H]2[C@@H](CCN2C(=O)c2ccccn2)[C@H]1CO	2	3.7	-25	-1[16.7 µM]	-1	-26	18
CCOc1ccc(S(=O)(=O)Nc2cccc(C(=O)NCC(c3ccc(OC)cc3)N3CCOCC3)c2)cc1 (centres undefined)	6	-0.3	·	·	-32	7	?
COc1ccc(OC)c(-n2c(=S)[nH]c3cc(C(=O)N4CCN(c5ccccc5)CC4)ccc3c2=O)c1	5	-1.2	2	-4	-7	0	-2
COc1cccc(NC(=O)Cc2csc(NC(=O)Nc3ccccc3OC)n2)c1	-2	0.2	1	-8	-20	4	-5
C[C@@H]1CN([C@H](C)CO)C(=O)c2cc(NC(=O)C3CC3)ccc2O[C@@H]1CN(C)CC1CC1	·	-0.9	-7	3[16.7 µM]	1	18	-6
O=c1[nH]c2cc3c(cc2cc1CN(CCO)S(=O)(=O)c1ccccc1)OCCO3	6	-1.1	-2	14	8	19	-5
CCOc1ccc(CCNC(=O)c2ccc(CS(=O)Cc3ccc(Cl)cc3)o2)cc1OCC (centres undefined)	5	1.4	·	·	-22	10	-7
CCCCNC(=O)C(CC)(ONc1ccccc1C(F)(F)F)c1ccccc1 (centres undefined)	-24	-4.2	-4	-4	-10	26	-1
CCC(=O)Nc1ccc2c(c1)C(=O)N(C)C[C@@H](OC)[C@@H](C)CN(Cc1cccnc1)[C@@H](C)CO2	·	1.1	-3	1[16.7 µM]	1	·	·
COc1cc(/C=C/C(=O)OCC(=O)NC(=O)NCc2ccccc2)ccc1OCC#N	-2	-2.9	2	·	4	-5	5
Cc1nc(N)sc1N=Nc1c(C)n(C)n(-c2ccccc2)c1=O	1	1.1	3	-12	·	5	1
CCCN1CCN(CCCNC(=O)c2ccc3c(Cl)c4c(nc3c2)CCCC4)CC1	11	-2.8	·	-1	-4	14	4
CC(=O)OCC(=O)[C@@]1(O)CC[C@H]2[C@@H]3CCC4=CC(=O)C=C[C@]4(C)[C@H]3[C@@H](O)C[C@@]21C	4&4	3.8	4	5	·	16	-6
C=CCOC(=O)c1ccccc1C(=O)OCC=C	·	-0.3	0	-3	-1	·	9
Cc1[nH]c2ccc(F)cc2c1CCN(Cc1cccnc1)C(=S)NC(C)(C)C	-7	-1.8	1	·	-5	13	1
C[C@H]1CN([C@@H](C)CO)C(=O)c2cccc(NS(=O)(=O)c3cn(C)cn3)c2O[C@@H]1CN(C)C(=O)Nc1ccccc1	·	-0.8	-13	-6[16.7 µM]	5	·	-6
C[C@@H]1CCCCO[C@H](CN(C)S(=O)(=O)c2cn(C)cn2)[C@H](C)CN([C@H](C)CO)C(=O)c2cc(NS(=O)(=O)c3ccccc3)ccc2O1	-10	-1.8	·	·	9	-2	9
C[C@H](CO)N1C[C@H](C)[C@H](CN(C)C(=O)C2CC2)Oc2ncc(C#CCc3ccccc3)cc2C1=O	·	-0.5	-5	9[16.7 µM]	17	·	3
COc1cc(C2/C(=C(\O)c3ccc4c(c3)OCCO4)C(=O)C(=O)N2Cc2ccco2)cc(OC)c1OC (centres undefined)	·	-0.6	·	·	3	4	4
O=C(Nc1cccc(S(=O)(=O)N2CCOCC2)c1)c1cnccn1	-84	-2.8	0	1	-10	7	-3

Assay outcomes from PubChem.
